# Screening results: PubChem BioAssay, NCI
# NCI-60 one-dose screen, 48 h, at 10 µM unless noted. Numbers give growth in % (100 = growth as untreated, 0 = no growth, -100 = all killed).
# SK-OV-3 – SK-OV-3 ovarian cancer cells. 80,000 compounds, 3.2% hits. AID 1794785
# OVCAR-5 – OVCAR-5 ovarian cancer; AID 1794783; 82,000 compounds, 2.9% hits
# IGROV1 – IGROV1 ovarian cancer; 79,000 compounds, 4.7% hits; AID 1794786
# OVCAR-8 – OVCAR-8 ovarian cancer. 81,000 compounds, 4.4% hits. AID 1794782
# DU-145 – DU-145 prostate cancer; 81,000 compounds, 4.2% hits
# OVCAR-4 – OVCAR-4 ovarian cancer cells | 80,000 compounds, 3.7% hits | AID 1794784
# PC-3 – PC-3 prostate cancer cells; 80,000 compounds, 3.9% hits; AID 1794754
# OVCAR-3 – OVCAR-3 ovarian cancer; 79,000 compounds, 7% hits
# An asterisk follows results filed as active; . = not tested or not shown; & = joins results of further samples; [ ] = remark or other dose. Rule for the calls: active = growth percent below 10; inactive = the rest.
SMILES,SK-OV-3,OVCAR-5,IGROV1,OVCAR-8,DU-145,OVCAR-4,PC-3,OVCAR-3
COc1ccc(CCNC(=O)c2ccc(Cl)cc2)cc1OC,109,103,114,104,109,110,101,117
O=c1c2cc(Cl)ccc2oc2ccc(OCCCCCCN3CCCCC3)cc12,104,105,99,100,95,96,86,93
O=S(=O)(O)c1cc2onnc2c2ccccc12,112,108,116,103,120,110,110,111
CN(C)C(=O)N(C)/N=C/c1ccc([N+](=O)[O-])o1,111,109,106,103,110,101,93,105
CCNC(=O)Oc1ccc(/C(=C(/C)c2ccc(Cl)cc2)c2ccc(OCCN3CCCCCC3)cc2)cc1,63,53,49,52,58,43,13,.
CCOC(=O)CCC1(C(=O)OC)C(=O)CCCCC/C=C/1C(=O)OC (stereo unspecified),104,109,107,106,108,131,107,108
Cc1nc2ccccc2c(/C=C/c2ccc(Cl)cc2)c1C(=O)/C=C/c1ccc(F)cc1,62,-20*,-5.5*,13,-8.1*,26,20,-19*
C=CCCSC(C)=O,102,85,104,108,135,104,.,131
S=C(NCc1cccnc1)Nc1ccc(Cl)c(Cl)c1,90,104,95,92,114,99,100,102
Cc1nc2sc(C(=O)Nc3cccc(Cl)c3C)c(N)c2cc1C(=O)c1ccccc1,3.8*,31,29,9.8*,11,63,6.1*,-19*
COc1ccc2c(c1)c(C(=O)c1nc(-c3c[nH]c4ccc(Br)cc34)no1)cn2C,81,94,73,94,53,73,86,94
COc1ccc([N+](=O)[O-])cc1I,90,91,118,104,98,107,95,101
CCCCCCCCCCCCCC1=NC(C)(C)CN1C(C)C,-2.1*,40,-30*,-12*,9.6*,7.8*,-38*,-56*
Cc1ccc(-n2nc(C(=O)O)c(N3CCCCC3)n2)cc1,100,97,99,96,110,102,103,108
CCOC(=O)NCCCC(=O)NCCc1ccccc1,108,118,106,104,103,107,100,108
COc1cc(NCCCN=C(N)NC(N)=NC(C)C)c2ncccc2c1,94,58,-13*,88,106,11,45,9.0*
O=C1CCC(Sc2ccccc2)N1 (stereo unspecified),112,104,103,102,110,107,92,109
O=C(O)C(c1ccccc1)(c1ccccc1)c1ccccc1,99,.,98,92,110,98,93,108
CS(=O)(=O)c1ccc(-c2nc3ccccc3n2CC(=O)NO)cc1,93,89,90,103,104,100,98,101
Cn1c(O)c(/C=C2\C=Nc3ccccc32)n(C)c1=N,66,119,76,103,102,85,79,96
CC1=C(CCN2CCOCC2)C(=O)N2N=C(c3ccccc3)OC2N1 (stereo unspecified),91,106,98,105,99,102,103,103
CC(=O)NCc1c(C)c(C)c(CNC(C)=O)c(C)c1C,93,112,114,103,130,122,95,119
CC(C)NC(=O)OCc1c(COC(=O)NC(C)C)c([N+](=O)[O-])n2c1CCC2,108,116,119,103,116,100,103,113
O=C(O)CNc1ccc(S(=O)(=O)c2ccc(NCC(=O)O)cc2)cc1,106,103,100,92,113,104,91,108
CS(=O)(=O)Nc1cccc(C(=O)NCc2ccc(N3CCOCC3)cc2)c1,107,107,114,104,103,107,104,108

# By substructure, those above with a carbonyl joined to an NH by a bond outside any ring
SMILES,SK-OV-3,OVCAR-5,IGROV1,OVCAR-8,DU-145,OVCAR-4,PC-3,OVCAR-3
COc1ccc(CCNC(=O)c2ccc(Cl)cc2)cc1OC,109,103,114,104,109,110,101,117
CCNC(=O)Oc1ccc(/C(=C(/C)c2ccc(Cl)cc2)c2ccc(OCCN3CCCCCC3)cc2)cc1,63,53,49,52,58,43,13,.
Cc1nc2sc(C(=O)Nc3cccc(Cl)c3C)c(N)c2cc1C(=O)c1ccccc1,3.8*,31,29,9.8*,11,63,6.1*,-19*
CCOC(=O)NCCCC(=O)NCCc1ccccc1,108,118,106,104,103,107,100,108
CS(=O)(=O)c1ccc(-c2nc3ccccc3n2CC(=O)NO)cc1,93,89,90,103,104,100,98,101
CC(=O)NCc1c(C)c(C)c(CNC(C)=O)c(C)c1C,93,112,114,103,130,122,95,119
CC(C)NC(=O)OCc1c(COC(=O)NC(C)C)c([N+](=O)[O-])n2c1CCC2,108,116,119,103,116,100,103,113
CS(=O)(=O)Nc1cccc(C(=O)NCc2ccc(N3CCOCC3)cc2)c1,107,107,114,104,103,107,104,108

# Further records follow.
SMILES,SK-OV-3,OVCAR-5,IGROV1,OVCAR-8,DU-145,OVCAR-4,PC-3,OVCAR-3
O=C(O)c1cc(-c2cc(C(=O)O)c3ccccc3n2)ccc1O,99,102,.,96,112,111,88,107
CCCCN(CCCC)C(=N)c1ccnc2ccccc12,112,104,98,110,117,94,105,104
COc1ccc(Nc2nc(C)c(/C(C)=N\NC(N)=S)s2)cc1,.,100,91,94,123,85,104,108
CC/C=C(\CC)C(=O)O,110,100,116,108,111,109,95,108
CN1CCN(Cc2ccc(NC(=O)c3cccc(C#Cc4cnc(N)c5ncccc45)c3F)cc2C(F)(F)F)CC1,22,-5.6*,25,-49*,-72*,50,31,73
O=c1c(/C=C\c2ccco2)nnc2sc(Nc3ccccc3)nn12,92,115,27,41,118,107,88,101
Cc1cc2[nH]c(=O)c(=O)[nH]c2cc1C,105,98,110,104,111,.,97,107
Nc1ncc([N+](=O)[O-])cn1,106,102,109,96,104,106,89,104
Cc1ccc(S(=O)(=O)c2nc(S(=O)(=O)c3ccc(C)cc3)c(N3CCC(O)CC3)s2)cc1,98,104,76,75,70,65,57,73
COc1ccc2nccc(C(N)=O)c2c1,108,101,95,83,112,113,108,109
O=C(Cl)C(Cl)(c1ccccc1)c1ccccc1,104,96,107,99,108,99,97,112
CCOC(=O)c1ccc2c(c1)nc(/C=C/c1ccc(Cl)cc1)n2-c1cc(C(C)(C)C)[nH]n1,43,110,15,39,74,38,62,22
CSc1ccc(/C(=N/N=C(N)N)c2ccccc2)cc1,66,48,22,30,15,67,35,2.3*
Cc1ccccc1N1C(=O)C2CC=CCC2C1=O (stereo unspecified),97,90,99,99,.,106,92,116
COc1nc2c(c(=O)n1C)CN(Cc1ccccc1)C(=O)C(c1ccccc1)N2 (stereo unspecified),105,101,100,101,113,101,.,105
Cc1cc[n+](CC(=O)c2ccc3ccccc3c2)cc1,109,100,96,109,109,104,88,105
COc1ccc(-n2nnc3c(sc4ncccc43)c2=O)cc1,108,100,111,103,111,108,107,113
COc1cc(CNS(=O)(=O)c2ccc(C)cc2)ccc1OCc1cn(-c2ccc(F)cc2)nn1,85,102,94,95,96,72,84,91
Cc1cc(N2CCOCC2)nc(N2CCN(CC(=O)Nc3ccc4c(ccn4C)c3)CC2)n1,.,89,113,107,113,97,84,113
O=C(/C=C/c1ccc(O)c(O)c1)O[C@@H]1C[C@]2(O)C[C@@H](OC2=O)[C@@H]1O,96,101,98,103,101,103,98,107
COc1ccc(-c2cc(NC(=O)Nc3ccccc3)no2)cc1,96,96,100,104,104,98,96,108
COC(=O)c1nc(=S)[nH]c(C(=O)OC)c1C(=O)c1ccc(O)c(OC)c1,130,114,106,120,124,114,93,121
Cc1c(F)cccc1NC(=O)c1sc2nc3c(cc2c1N)CCCC3,108,107,97,105,106,105,97,97
Clc1ccc(/C=C/c2cc(/C=C/c3ccccc3)c3ccccc3n2)c(Cl)c1,104,114,115,107,102,101,91,109
C=CC(=O)OCCOCCCC,108,100,107,102,102,111,104,95

# 3 structures from above, ordered by SMILES length, falling.
SMILES,SK-OV-3,OVCAR-5,IGROV1,OVCAR-8,DU-145,OVCAR-4,PC-3,OVCAR-3
CN1CCN(Cc2ccc(NC(=O)c3cccc(C#Cc4cnc(N)c5ncccc45)c3F)cc2C(F)(F)F)CC1,22,-5.6*,25,-49*,-72*,50,31,73
Cc1cc(N2CCOCC2)nc(N2CCN(CC(=O)Nc3ccc4c(ccn4C)c3)CC2)n1,.,89,113,107,113,97,84,113
Cc1c(F)cccc1NC(=O)c1sc2nc3c(cc2c1N)CCCC3,108,107,97,105,106,105,97,97

# Continued:
SMILES,SK-OV-3,OVCAR-5,IGROV1,OVCAR-8,DU-145,OVCAR-4,PC-3,OVCAR-3
O=[N+]([O-])c1ccc(OCCOc2ccc([N+](=O)[O-])cc2)cc1,98,94,116,94,113,105,92,109
O=c1c2ccccc2sc2c(NCc3ccccc3)nc3ccccc3c12,89,89,88,94,92,77,81,101
COc1ccc(-c2nc(-c3nc4ncccc4[nH]3)cc3c2[nH]c2ccccc23)cc1,110,107,.,50,54,78,76,78
Cc1ccn2c(-c3csc(Nc4cccc(O)c4)n3)c(C)nc2c1,-25*,39,14,40,18,37,27,-14*
CC(CCN1CCN(CCC(C)CC(C)(C)C)S1(=O)=O)CC(C)(C)C (stereo unspecified),105,107,112,101,121,107,101,111
COc1cccc(NC(=O)Nc2ccc(Nc3ncnc4[nH]c(C)c(C)c34)cc2F)c1,102,116,102,105,105,95,89,117
COc1ccc(-c2ccnc(SCc3cc4cc(Cl)ccc4[nH]c3=O)n2)cc1,-2.3*,135,96,34,36,10,30,58
CCC(=O)Nc1nccs1,105,94,100,107,116,.,95,122
COC(=O)[C@H]1CCCN1C(C(=O)NC(C)(C)C)c1c(C)c(-c2c(C)cc3c(C(C(=O)NC(C)(C)C)N4CCC[C@@H]4C(=O)OC)c(OC)c(OC)cc3c2OC)c(OC)c2cc(OC)c(OC)cc12 (stereo partly specified),104,94,86,101,111,94,74,95
C=C(C)[C@@H]1C[C@H](O)Cc2ccc(Cl)c(C)c2N1,100,89,101,100,113,103,.,104
O=C1CN(c2ccccc2)C(=O)C1C(=O)Nc1ccc(Cl)c(Cl)c1 (stereo unspecified),20[100 µM],36[100 µM],21[100 µM],-9.9*[100 µM],39[100 µM],0.2*[100 µM],27[100 µM],39[100 µM]
O=C(Cc1ccccc1Nc1c(Cl)cccc1Cl)N/N=C/c1sc(=S)n(-c2cccc(C(F)(F)F)c2)c1O,103,113,102,93,96,85,77,83
CCCCN(CCCC)CCCN,102,99,93,98,104,100,99,98
CC(C)c1cc(-c2nc3ccc(Cl)cc3[nH]2)no1,110,107,102,102,107,91,100,114
C[C@@H]1C[C@H]2C(=O)O[C@@H](C)[C@H](NC(=O)[C@H](Cc3cc(F)cc(F)c3)NC(=O)Nc3ccc(Cl)cc3F)C(=O)N3C[C@H](O)C[C@H]3C(=O)N3CCN(C)C[C@H]3C(=O)N[C@@H](C)C(=O)N2C1,.,42,51,39,41,16,18,20
CC(C)CNCCCC(=O)Nc1ccc(C(=O)OCC(C)C)cc1,84&104,101&97,94&104,87&105,107&115,105&105,84&77,97&116
COc1cccc(-n2cc(C#N)c(N)c2C(=O)c2ccc(C#N)cc2)c1,115,135,120,104,117,102,101,116
CC(=O)O[C@@]1(c2cn(-c3ccccc3C(=O)O)nn2)CC[C@H]2[C@@H]3CCC4=CC(=O)CC[C@@H]4[C@H]3CC[C@@]21C,108,104,111,98,107,98,95,107
CC1(C)C(C=C(Cl)Cl)C1c1nc(C#N)c(NCCN2CCOCC2)o1 (stereo unspecified),94,96,102,97,102,80,96,98
COc1ccc(/C=C/C(=O)c2cccc(O)c2)cc1,115,101,99,107,107,102,100,106
COc1ccc(/C=N/NC(=O)c2ccc(S(C)(=O)=O)cc2)cc1OC,102,111,109,.,100,96,89,108
CN1C(=O)/C(=C\c2c(Cl)cccc2Cl)c2ccccc21,99,99,92,94,100,88,95,95
O=C(c1nc(=S)[nH][nH]1)c1cnc2n(c1=O)CCCCC2,111,105,112,111,120,128,104,115
COc1ccc(C2CC(c3ccc4c(c3)OCO4)=Nc3c(N)ncnc3N2)cc1 (stereo unspecified),103,83,104,103,141,102,99,151
COc1ccc(NC(=O)c2c(Nc3ccc(OC)cc3OC)[nH]n3c(=O)cc(C)nc23)c(OC)c1,92,85,115,91,112,98,96,105
# Next structures follow:
SMILES,SK-OV-3,OVCAR-5,IGROV1,OVCAR-8,DU-145,OVCAR-4,PC-3,OVCAR-3
O=[N+]([O-])c1ccc(Nc2ccccc2N=Cc2ccccc2O)c2nonc12,89,101,93,.,111,114,89,106
O=C(NNC(=S)Nc1ccccc1)c1ccccn1,34,51,21,23,43,20,34,34
Cc1cc(=O)n2n1-c1ccc(C(F)(F)F)cc1NC(=O)C2,92,86,101,106,117,104,93,114
O=C(O)/C(=C/c1ccc([N+](=O)[O-])cc1)c1ccccc1,105,103,101,100,117,.,95,114
Nc1c(C(=O)c2ccc(Br)cc2)sc2nc(-c3cnccn3)cc(-c3cccs3)c12,108,113,105,102,106,108,94,113
CSc1ccc(NC(=O)Nc2ccc(C(=O)NCC(=O)O)cc2)cc1,111,106,104,109,112,104,.,116
Cc1cccc(NC(=O)c2cc3nc4c(c(C(F)(F)F)n3n2)CCc2ccccc2-4)n1,88,104,106,96,100,102,73,114
O=c1c2ccccc2[nH]c(=S)n1/N=C/c1ccccc1O,105,100,105,110,100,107,92,101
Cc1c(O)cc(-c2cnc(N/N=C/c3ccccc3)s2)c(O)c1C,102,110,84,84,105,63,70,95
Clc1ccc(CSc2nnc(-c3ccc(Cl)cc3)n2-c2ccccc2)cc1,48,104,76,46,96,16,71,101
Cc1ccccc1N1C(=O)c2cc(S(N)(=O)=O)c(Cl)cc2NC1C (stereo unspecified),128,108,111,108,111,111,94,109
CC(=O)N(C(C)=O)C1=NNC(C)(c2ccccc2O)N1C(C)C(=O)O (stereo unspecified),98,113,95,100,109,103,91,105
Cc1cccc(Cc2cnc(NC(=O)/C=C/c3ccco3)s2)c1,33,39,22,14,16,56,27,-2.8*
COc1cc(C2CC(c3cccc(Br)c3)=NN2)cc(OC)c1OC (stereo unspecified),95,91,92,.,126,98,77,92
O=c1cc(-c2ccccc2)oc2cc(OCc3cn(Cc4ccc(F)cc4)nn3)cc(OCc3cn(Cc4ccc(F)cc4)nn3)c12,.,55,43,13,40,-9.6*,36,21
CC(=O)c1ccccc1N,95,106,97,104,104,106,85,95
Cc1cc(C(=O)O)cc(C)c1N,92,104,101,106,104,106,103,107
CN(C)c1ccc(/C=C/c2nc3ccc(C#N)cc3s2)cc1,103,102,.,101,95,96,90,109
ClC(Cl)(Cl)c1ccc(C(Cl)(Cl)Cl)cc1,88,104,100,95,102,98,96,111
